Screening results as filed in PubChem.
GLP1R ag = qHTS of GLP-1 Receptor Agonists; AID 624172, 2012; hit rate 0.007% among 380,000; Glucagon-like peptide 1 receptor (Homo sapiens), P43220; Potency, µM (series often up to 45.6 µM), inactives show at the top dose activation, most hits filed as activators; HEK293 GLP-1R CRE-luciferase, luminescence, 4-6 h; cells express a hypersensitive GLP-1R form; further: potency means the concentration at half of the fitted maximal effect; % of control where 0% means no effect
Target sequence (P43220 whole entry, looked up): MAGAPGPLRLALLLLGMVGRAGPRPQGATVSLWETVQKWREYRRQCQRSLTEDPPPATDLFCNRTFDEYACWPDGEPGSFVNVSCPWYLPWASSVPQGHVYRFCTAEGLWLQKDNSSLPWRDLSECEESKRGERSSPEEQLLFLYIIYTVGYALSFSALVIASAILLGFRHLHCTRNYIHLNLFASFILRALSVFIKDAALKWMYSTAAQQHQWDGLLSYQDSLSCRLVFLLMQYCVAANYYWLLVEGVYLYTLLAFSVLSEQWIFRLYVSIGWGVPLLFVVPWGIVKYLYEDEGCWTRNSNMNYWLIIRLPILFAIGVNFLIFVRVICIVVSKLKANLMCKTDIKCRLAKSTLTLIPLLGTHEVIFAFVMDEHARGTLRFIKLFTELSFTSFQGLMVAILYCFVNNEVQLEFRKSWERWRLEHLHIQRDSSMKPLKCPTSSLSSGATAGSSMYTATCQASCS
Abeta yeast res = qHTS for compounds that reverse cellular toxicity of Amyloid beta (A-beta) peptide in yeast: Primary Screen; yeast expressing A-beta42, growth rescue, OD600, 48 h; response scale: 0% DMSO, 100% iron-clioquinol control; Potency, µM (doses to about 46.1 µM), without a hit: at the top dose growth rescue, hits mostly activators; hit rate 0.063% among 410,000; AID 1347071, 2019; further: potency means the concentration at half of the fitted maximal effect; nearly all actives have a fitted effect of over 55% in size
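Growth rescue measured by 600 nm absorbance after 48 h yeast culture at 30 C with compound. Values normalized between DMSO and an equimolar ferric chloride plus clioquinol control.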
GLP-1R inv ag = qHTS of GLP-1 Receptor Inverse Agonists (Inhibition Mode). Potency, µM (doses to about 38.3 µM), for the others: top-dose activity change, negative = inhibition, hits mostly inhibitors. hit rate 1.6% among 410,000. Glucagon-like peptide 1 receptor (Homo sapiens), P43220. HEK293 GLP-1R CRE-luciferase, luminescence, 24 h; GLP-1R form is constitutively active; further: potency means the concentration at half of the fitted maximal effect; on the % scale 0 is the no-effect control and ±100 the full control effect; nearly all actives have a fitted effect of over 55% in size
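Stable HEK293 clone (constitutively active GLP-1R + cAMP-response luciferase); 200 cells/uL plated, 12 h pre-culture, compound 24 hr, 37 deg C/5% CO2; detection reagent 12 min RT; luminescence.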
aSyn yeast inh = qHTS of alpha-syn Inhibitors; AID 652106, 2013; hit rate 0.14% among 370,000; Yeast expressing alpha-synuclein, growth rescue, BacTiter-Glo, 24 h; Potency, µM (highest dose often 46.1 µM), inactives show at the highest dose growth rescue (activation), actives largely listed as activators; further: potency means the concentration at half of the fitted maximal effect; % of control where 0% means no effect; nearly all actives have a fitted effect of over 65% in size
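Readout is rescue of growth in alpha-synuclein-expressing yeast, so inhibitors of toxicity appear as activators. Growth after 24 hr at 30 deg C in galactose medium is quantified by luminescence.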
Akt phos inh = HTS Assay for Inhibitors of Akt Phophorylation: Primary Screen; Neuro2A IGF-stimulated pAkt S473 HTRF, 20 min; stronger effect = lower value; AID 651550, 2012; activity change, % for hits at 50 µM; hit rate 0.32% among 360,000; in the data active means activity change below about -80%; inconclusive means mostly about -51% to -80%; further: on the % scale 0 is the no-effect control and ±100 the full control effect
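Single-point screen (50 µM final compound) in Neuro2A cells stimulated 20 min with 6 nM IGF at 37 deg C. After lysis, Ser473-phosphorylated Akt read by HTRF (ex 330 nm, em 615/665 nm) as the 665/615 ratio.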
TDP43 rescue = qHTS of TDP-43 Inhibitors | TDP-43 expressing yeast growth rescue, BacTiter-Glo, 24 h | Potency, µM (top dose mostly 46.1 µM), inactives show top-dose growth rescue (activation), hits mostly activators | hit rate 1.8% among 410,000 | AID 652104, 2013; further: potency means the concentration at half of the fitted maximal effect; % of control where 0% means no effect; nearly all actives have a fitted effect of over 50% in size
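Yeast expressing TDP-43 (pregrown in raffinose, seeded at OD600=0.02 in galactose medium) exposed to compounds 24 hr at 30 deg C. Growth read by BacTiter-Glo luminescence; rescue of toxicity appears as increased signal.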
PTHR1 ag = qHTS for PTHR1 Agonists: Primary Screen; Parathyroid hormone/parathyroid hormone-related peptide receptor (Homo sapiens), Q03431; AID 743266, 2014; HEK293 GP2 PTHR1 cells, GloSensor cAMP luminescence, 1 h; Potency, µM (top dose mostly 115 µM), without a hit: at the highest dose activation, hits mostly activators; hit rate 0.075% among 410,000; further: potency means the concentration at half of the fitted maximal effect; nearly all actives have a fitted effect of over 55% in size; some results filed as inactive show a strong effect at the top dose; inactives centre near -15; many of its hits are not listed in these tables
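HEK-293-derived GP2 cells expressing PTHR1 and a GloSensor cAMP reporter, 3,000/well, plated overnight, given luciferin plus IBMX (each 0.5 mM as added) for 1 h at 37 °C, then compound for 1 h at 37 °C. Luminescence was read after 15 min at room temperature.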
D3 antag = qHTS of D3 Dopamine Receptor Antagonist: qHTS; max response, negative = inhibition, %; D3R cells, DiscoveRx beta-arrestin luminescence, antagonist mode; stronger effect = lower value; hit rate 2.5% among 360,000; AID 652054, 2013; D(3) dopamine receptor (Homo sapiens), P35462; in the data active means max response below about -50%; inconclusive means no clear call, values can overlap the other calls; further: on the % scale 0 is the no-effect control and ±100 the full control effect; mostly tested at two doses, the higher about 12 µM
Target sequence (P35462 whole entry, looked up): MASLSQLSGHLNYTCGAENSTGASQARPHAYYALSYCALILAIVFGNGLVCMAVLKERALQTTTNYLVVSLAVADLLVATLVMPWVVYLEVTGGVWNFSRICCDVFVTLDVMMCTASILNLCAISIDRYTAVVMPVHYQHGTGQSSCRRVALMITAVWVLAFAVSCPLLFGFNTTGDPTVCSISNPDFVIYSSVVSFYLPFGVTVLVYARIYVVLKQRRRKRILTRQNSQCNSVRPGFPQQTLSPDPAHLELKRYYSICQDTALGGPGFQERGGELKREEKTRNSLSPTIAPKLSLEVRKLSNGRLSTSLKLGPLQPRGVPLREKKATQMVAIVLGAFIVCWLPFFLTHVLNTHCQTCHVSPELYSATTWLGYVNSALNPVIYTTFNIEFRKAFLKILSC
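Cells expressing the human receptor were seeded at 1500 cells/well, incubated overnight at 37 degrees C in 5% CO2, then exposed to library compounds with dopamine controls for 90 minutes at 37 degrees C before luminescent detection.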
FUS yeast rescue = qHTS for Suppressors of FUS Proteinopathy: Primary screen using FUS-linked yeast assay. S. cerevisiae FUS-expressing, growth rescue, OD600, 24 h. Potency, µM (top dose mostly 76.6 µM), for inactives: at the highest dose growth rescue (activation), actives largely listed as activators. hit rate 0.24% among 390,000. AID 1347120, 2019;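 further: potency means the concentration at half of the fitted maximal effect; plate controls were DMSO vehicle for no effect and reference control for full effect; nearly all actives have a fitted effect of over 55% in size; some results filed as inactive show a strong effect at the top dose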
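Read-out: OD at 600 nm after 24hr at 30C, reporting rescue of FUS-induced yeast toxicity. Cells at OD 0.005 in galactose (2%) minimal medium; compounds tested in a dilution series; CP55940 titration from 92uM final as control.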
The depositor's hits bear a star; i = inactive; ? = inconclusive; nt = not tested or not shown; [ ] = dose if it differs, or a comment. Unless noted, the call rests on the fitted dose curve; in most records, active means well fitted curve in the direction sought with a large enough effect; inconclusive means small, poorly fitted or top-dose-only effect, or another doubt; inactive means no such curve, though single readings can be large; an effect the other way counts as inactive or inconclusive. This is a subset; count on the stated rates, not on these rows.

SMILES	GLP1R ag	Abeta yeast res	GLP-1R inv ag	aSyn yeast inh	Akt phos inh	TDP43 rescue	PTHR1 ag	D3 antag	FUS yeast rescue
O=c1cc(Cc2nnc(SCc3ccccc3)n2-c2ccc(Cl)cc2)[nH]c(=O)[nH]1	-3%	-9%	13%	-4%	i	7%	-2%	-9	21%
CCCC(=O)Nc1nc(CC(=O)OCC)cs1	2%	-19%	2%	6%	i	2%	i	-7	1%
CC(C)C(=O)N1CCC(Cc2ccccc2)CC1	-3%	-7%	?	3%	i	27%	?	-1	-20%
COc1cccc(CC(=O)N2CCN(S(=O)(=O)c3ccc(Br)cc3)CC2)c1	10%	-10%	-6%	1%	i	?	-29%	14	22%
O=C(Nc1ncccn1)c1cc(-c2cccc(Br)c2)nc2ccccc12	-4%	-29%	?	-17%	i	?	-56%[inhibitor]	14	?
O=C(Nc1nnc(C2CC2)s1)C1CCCO1 (configuration not stated)	-9%	-3%	2%[0.307 µM]	7%	i	11%	i	9	10%
Cc1oc2c(C)c(O)ccc2c(=O)c1-c1ccc2ccccc2n1	-5%	1%	0%	-4%	nt	-19%	9%[57.5 µM]	?	15%
Cc1cc(N)c(-n2cc3c(c2-c2ccc(Br)cc2)c(=O)n(C)c(=O)n3C)cc1C	nt	-7%	7%	nt	nt	?	i	nt	7%
CCc1ccccc1NC(=O)c1cc(S(=O)(=O)NCCc2ccc(OC)c(OC)c2)ccc1F	nt	-1%	-7%	nt	nt	3%	-78%[inhibitor]	nt	?
COc1cccc(NC(=O)CCC2CCN(C(=O)c3sccc3C)CC2)c1	-3%	-13%	-15%	0%	i	-1%	i	-23	nt
Cc1cccc(CN2CCSc3sccc3C2=O)c1	7%	-4%	?	5%	i	1%	-24%	-1	-7%
Brc1ccc([C@H]2C=C[C@H]3CCCN4CC[C@H]2[C@@H]3[C@]42CO2)cc1	7%	3%	?	-5%	i	9%	i	-23	-2%
CC1CCN(c2ncccc2C(=O)O)CC1	-13%	11%	13%	4%	i	-5%	i	2	-3%
O=C(O)C(O)C(O)c1nc2ccccc2[nH]1 (configuration not stated)	-1%	-14%	16%	-2%	i	-14%	-8%	-16	-8%
COc1cc(NC(=O)C2CCN(S(=O)(=O)c3ccc4[nH]c(=O)oc4c3)CC2)cc(OC)c1	-6%	-11%	16%	0%	i	-40%[inhibitor]	0.77µM*	8	46%
Nc1c(/C=C2/C=CC(=O)C(O)=C2)c(=O)nc2sc(CC(=O)N3CCOCC3)nn12	-5%	7%	81%[activator]	-8%	i	-2%	i	-18	33%
CCc1nnc(N/N=C/c2ccccc2F)n1N	-4%	-26%	62%[activator]	-2%	i	8%	i	-10	-7%
Cc1ccc(C(=O)N2CCN(c3ccc([N+](=O)[O-])c(N4CCOCC4)c3)CC2)cc1	12%	0%	-22%	9%	i	?	i	1	20%
CC1(C)CC(=O)C2=C(C1)N(Cc1cccnc1)C(=O)C2(NC(=O)c1cccnc1)C(F)(F)F (configuration not stated)	-6%	22%	7%	2%	i	8%	i	12	1%
Cc1cccc(OCC(=O)NCC(=O)N/N=C/c2ccc(N(C)C)cc2)c1	-7%	9%	-11%	3%	i	11%	i	11	5%
CC(=O)c1cccc(NC(=O)/C=C/c2ccc(S(=O)(=O)N3CCOCC3)cc2)c1	7%	3%	11%	1%	i	19%	-34%[inhibitor]	17	7%
CC1Cc2[nH][nH]c(=O)c2C(C2CC2)O1 (configuration not stated)	-4%	-4%	5%	0%	i	22%	i	3	-7%
CCC(CC)C(=O)N(C)c1c(C)nc2c(OCc3ccccc3C(=O)OC)cccn12	15%	18%	-13%	3%	i	?	-9%	23	8%
S=C(NCCc1ccccc1)Nc1ccc(N2CCCCC2)cc1	15%	8.9µM*	?	-9%	i	30%	-8%	-8	-4%
CCC(C(=O)NC1CCCC1)n1c(C2CC2)nc2ccccc21 (configuration not stated)	nt	-8%	2%	-2%	i	-6%	-3%	?	2%

Entries of single compounds as entered above. Screens in order: GLP1R ag, Abeta yeast res, GLP-1R inv ag, aSyn yeast inh, Akt phos inh, TDP43 rescue, PTHR1 ag, D3 antag, FUS yeast rescue
Cc1cccc(CN2CCSc3sccc3C2=O)c1 as listed: 7%, -4%, ?, 5%, i, 1%, -24%, -1, -7%
Cc1cc(N)c(-n2cc3c(c2-c2ccc(Br)cc2)c(=O)n(C)c(=O)n3C)cc1C as listed: nt, -7%, 7%, nt, nt, ?, i, nt, 7%
COc1cc(NC(=O)C2CCN(S(=O)(=O)c3ccc4[nH]c(=O)oc4c3)CC2)cc(OC)c1 as listed: -6%, -11%, 16%, 0%, i, -40%[inhibitor], 0.77µM*, 8, 46%

More compounds.
SMILES	GLP1R ag	Abeta yeast res	GLP-1R inv ag	aSyn yeast inh	Akt phos inh	TDP43 rescue	PTHR1 ag	D3 antag	FUS yeast rescue
Cc1ccc(S(=O)(=O)NN2C(=O)c3ccccc3NC2(C)C)cc1	-4%	-4%	-25%	3%	i	-8%	-22%	-12	7%
CC1(c2nnc(Cc3ccccc3)o2)CC(c2cccc(F)c2)=NO1 (configuration not stated)	1%	14%	-3%	0%	i	0%	i	4	-12%
CC1(C)Cc2cccc(OCC(=O)NCCc3ccccc3)c2O1	18%	19%	?	5%	i	?	-6%	6	8%
COc1ccc(CN2CCNC(=O)C2CC(=O)NCc2cn3ccc(C)cc3n2)c(OC)c1 (configuration not stated)	8%	-6%	-14%	-2%	i	-14%[9.22 µM]	-13%	-9	21%
Cc1c(C(C)CCCO)oc(=O)c2c1Oc1c(C)c(C(C)C[C@@H](C)O)oc(=O)c1C2 (some centres not stated)	5%	-3%	4%	0%	i	5%	-2%	55	-1%
O=C(/C=C/c1ccco1)NC(=S)Nc1ccc(Cl)cn1	-10%	-3%	0%	-5%	i	0%	i	38	nt
CC12CCC(c3n[nH]c(=S)nc31)C2(C)C (configuration not stated)	1%	-19%	-20%	-1%	i	4%	-6%	?	nt
Cc1cc(S(=O)(=O)N(Cc2ccc(C(C)C)cc2)CC2CCCO2)ccc1-n1cnnn1 (configuration not stated)	9%	?	?	5%	i	22%	-35%[inhibitor][57.5 µM]	15	27%
Nc1nnc(Sc2ccc(Cl)cc2[N+](=O)[O-])s1	2%	-5%	6%	7%	i	16%	-50%[inhibitor]	4	6%
CC(=O)Nc1cccc(N=NN2CCOCC2)c1	2%	0%	-17%[7.66 µM]	1%	i	15%[9.22 µM]	i	13	-8%
Cc1ccc(CS(=O)(=O)CCC(=O)NCC2CCCO2)cc1 (configuration not stated)	0%	16%	0%	2%	i	-13%	3%[57.5 µM]	9	-13%
CCS(=O)(=O)N1CCCC(C(=O)NCc2ccc3c(c2)OCO3)C1 (configuration not stated)	-9%	16%	0%	0%	i	18%	i	9	6%
CCOc1ccc(Cn2ccnc2)cc1[N+](=O)[O-]	4%	-5%	24%	-5%	i	20%	i	12	nt
COc1ccccc1Oc1ccc(S(=O)(=O)Nc2cccnc2)cc1	-7%	17%	-11%	2%	i	-8%	-17%[57.5 µM]	15	20%
CC(C)(C)C(=O)CN1C(=O)NC(c2ccccc2)(c2ccccc2)C1=O	5%	-9%	?	2%	i	-13%	i	-20	31%
Cc1nnc(SCC(=O)N(C2CCCCC2)C2CCS(=O)(=O)C2)n1C (configuration not stated)	9%	-9%	0%	-13%	i	8%	i	5	-12%
COc1ccc(S(=O)(=O)Nc2noc3ccccc23)cc1	-6%	5%	4%	-4%	i	11µM*	-11%	7	-30%
NC1=NC[C@@H](Cc2ccc(O)cc2)N1CCCCC1CCCCC1	9%	-13%	-8%	-34%[inhibitor]	i	10%	-7%	11	2%
CC(C)(C)n1ncc2c(=O)n(CC(=O)Nc3ccc4c(c3)OCO4)cnc21	7%	-4%	-41%	-8%	i	2%	i	8	-10%
O=C1NC[C@H](Cc2ccc(O)cc2)N(C[C@@H]2CCCN2C[C@H](Cc2ccc(O)cc2)N2C[C@H](Cc3ccccc3)N(CCc3ccccc3)C(=O)C2=O)C1=O	1%	-11%	0%	2%	i	4%	4%	-15	29%
Clc1ccc2nc(CN3CCCCCC3)cn2c1	0%	10%	8%	2%	i	-18%	-24%[57.5 µM]	-85*	16%
COc1ccc(/C=N\NC(=O)c2ccc([N+](=O)[O-])cc2)cc1COc1c(F)c(F)cc(F)c1F	-1%	-17%	-39%	0%	i	?	i	?	56%
CN(C)CCCNC(=O)c1cc(Br)ccc1Cl	-1%	11%	0%	2%	i	-12%	-12%[57.5 µM]	6	3%
CC(C)CCn1c(S(=O)(=O)O)nc2ccccc21	-16%	5%	1%	-1%	i	15%	21%[57.5 µM]	35	3%
Cc1sc(NC(=O)C2CCCO2)c(C(N)=O)c1C (configuration not stated)	6%	21%	20%	-1%	i	14%	i	20	19%
COc1ccc(-c2nnn(CC(=O)NCc3ccc4c(c3)OCO4)n2)cc1OC	16%	8%	65%[activator]	3%	i	-5%[0.397 µM]	i	14	22%
CC(C)CN(C(=O)Cn1nnc(-c2ccc(Cl)cc2)n1)C1CCS(=O)(=O)C1 (configuration not stated)	2%	-10%	11%	-3%	i	-1%	-13%	-4	-25%
CCOC(=O)COn1c(=O)c(-c2cc3ccccc3o2)[n+]([O-])c2ccccc21	22%	-1%	18%	0%	i	?	-15%[57.5 µM]	13	10%
